Screening results from PubChem.
AHR act – AHR activators, primary screen, cell-based, luminescence, luciferase reporter, human; Aryl hydrocarbon receptor (Homo sapiens), P35869; activation, % at 5 µM; 2.5% of 320,000 active; AHR-responsive luciferase reporter cells; in the data active = activation above about 47%;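 note: 0% = vehicle wells and 100% = reference agonist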
MEP2 TOR yeast – modulators of MEP2-GFP levels in yeast, primary screen, S. cerevisiae, multiplex flow cytometry, MLPCN library | S. cerevisiae MEP2-GFP strain, 3 h; 100% = DMSO control level | GFP response vs DMSO, % at 10 µM | 0.51% of 330,000 active;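 active = GFP response versus DMSO above a set limit, roughly screen mean plus 3 SD, cut at about 180% in these data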;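 note: median GFP fluorescence of the barcode-gated MEP2-GFP cells per well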
CR mimetic SO – reduction of superoxide in aged yeast, primary screen, HTS; superoxide response (% of plate mean), % at 10 µM; 0.18% of 330,000 active; S. cerevisiae aged cells, superoxide DHE fluorescence; stronger effect = lower value; AID 2690, 2010;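 active = superoxide response under a set limit, about three screen SD below normal, cut at about 65% in these data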;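 note: yeast aged for seven days with compound at 30 °C before DHE staining; 100% = average MFI of all compound-treated wells on the plate with controls excluded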
proCasp3 act – activators of human procaspase-3 D3A mutant, primary screen, biochemical, absorbance, PC-3 D3A mutant, single concentration; Caspase-3 (Homo sapiens), P42574; recombinant procaspase-3 D3A, Ac-DEVD-pNA absorbance 405 nm; activation, % at 8.5 µM; 0.11% of 330,000 active;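 active = activation above the mean of all tested compounds plus 3 SD, cut at about 21% in these data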;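 note: 0% = DMSO alone and 100% = DMSO wells spiked with extra 5 µM PC-3 D3A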
Target sequence (P42574 whole entry D9A/D28A/D175A): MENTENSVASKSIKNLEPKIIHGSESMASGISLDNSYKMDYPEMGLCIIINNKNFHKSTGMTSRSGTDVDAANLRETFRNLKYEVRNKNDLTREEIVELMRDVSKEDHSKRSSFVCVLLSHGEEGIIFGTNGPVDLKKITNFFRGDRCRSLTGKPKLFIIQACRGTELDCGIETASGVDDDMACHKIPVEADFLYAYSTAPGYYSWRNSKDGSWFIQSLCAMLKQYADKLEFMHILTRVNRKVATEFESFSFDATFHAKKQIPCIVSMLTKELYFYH
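Test system: Procaspase-3 D3A mutant; medium: Zinc-free HEPES/NaCl buffer with 0.01% Triton X-100 at pH 7.4; reagent: DEVD-pNA substrate; doses: one concentration, 8.5 µM nominal, 0.8% DMSO; times: 1 h preincubation plus 2 h reaction at 25 °C; signal: Epi-absorbance at 405 nm of released p-nitroaniline, 0 and 120 min; replicates: singlicate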
RPL19A-GFP yeast – RPL19A-GFP expression modulators in yeast, primary screen, cell-based, S. cerevisiae, multiplex flow cytometry, MLPCN; 0.3% of 330,000 active; S. cerevisiae RPL19A-GFP strain, 3 h; stronger effect = lower value; AID 2025, 2009; percent response vs DMSO, % at 10 µM;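 active = percent response vs DMSO below 50%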;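 note: median channel GFP fluorescence of the barcoded RPL19A-GFP strain; ratio of sample median GFP to plate DMSO average so 100% = DMSO; lower means less RPL19A-GFP as with rapamycin TOR inhibition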
LAP4-GFP MLPCN – modulators of LAP4-GFP expression in yeast, primary screen, S. cerevisiae, multiplex flow cytometry, MLPCN library | GFP response vs DMSO, % at 10 µM | 0.34% of 320,000 active | 3 h; median GFP as percent of DMSO wells | AID 2023, 2009;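 active = GFP response vs DMSO above a set limit, about the screen mean plus 3 SD, cut at about 150% in these data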
GASC-1 inh – inhibitors of GASC-1 histone demethylase, primary screen, biochemical, fluorescence, DELFIA europium. Lysine-specific demethylase 4C (Homo sapiens), Q9H3R0. GST-JMJD2C(1-420) H3K9me3 demethylation. inhibition, % at 2.35 µM. 0.069% of 330,000 active;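 active = more than half of a compound's replicate wells show inhibition beyond 50%, single wells judged on their own value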;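 note: signal counts dimethyl H3K9 product captured on neutravidin plate; 0% = median of DMSO wells and 100% = 0.3 times that DMSO median; strong numbers were not always called active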
proCasp7 act – procaspase-7 activators, primary screen, counter-screen for procaspase-3 activator project, biochemical, absorbance, HTS, human. recombinant procaspase-7, Ac-DEVD-pNA absorbance 405 nm; D23A/D198A/D206A triple mutant, cannot self-cleave; scale: DMSO 0, 5 µM enzyme 100. activation, % at 8.5 µM. 0.093% of 330,000 active. AID 463210, 2010;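 active = percent activation above the screen-wide mean plus 3 SD, cut at about 25% in these data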
Target sequence (P55210 whole entry D23A/D198A/D206A): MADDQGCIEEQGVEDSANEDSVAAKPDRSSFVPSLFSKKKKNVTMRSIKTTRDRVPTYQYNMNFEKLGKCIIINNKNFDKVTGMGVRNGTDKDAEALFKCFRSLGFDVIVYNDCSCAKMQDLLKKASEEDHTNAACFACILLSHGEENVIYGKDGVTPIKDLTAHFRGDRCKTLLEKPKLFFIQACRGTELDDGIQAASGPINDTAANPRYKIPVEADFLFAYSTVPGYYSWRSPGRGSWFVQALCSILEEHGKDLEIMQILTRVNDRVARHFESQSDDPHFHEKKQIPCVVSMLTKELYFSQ
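Test system: Procaspase-7 triple mutant (PC-7 D3A). Also added: Ac-DEVD-pNA substrate, 400 µM as added. Schedule: 1 h enzyme–compound preincubation and 2 h substrate reaction, both 25 °C. Signal: p-Nitroaniline absorbance at 405 nm, read at 0 and 120 min. Control set: low DMSO alone, high DMSO plus 5 µM PC-7.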
An asterisk follows results filed as active; i = inactive; x = not tested or not shown; [ ] = remark or other dose.

Results follow in this order: AHR act	MEP2 TOR yeast	CR mimetic SO	proCasp3 act	RPL19A-GFP yeast	LAP4-GFP MLPCN	GASC-1 inh	proCasp7 act
1	COC(=O)CSc1nc2ccc(NC(=O)CSc3nnnn3Cc3ccccc3)cc2s1
→ 2	101	98	0	99	106	-13	-4
2	COc1ccc(-c2ccc3c(c2)S(=O)(=O)c2cccc(C(=O)NC4CC4)c2C3=O)cc1OC
→ 0	96	82	3	93	101	5	3
3	O=C(NCCCn1ccnc1)C(=O)NCC1OCCCN1S(=O)(=O)c1ccc(Cl)cc1 (stereo not given)
→ 2	101	106	-2	107	97	1	-7
4	C#CCOCCOCCOCCNc1nc(N2CCN(C(=O)CCCCCCCCCCNC(=O)[C@H](CCCCN)n3cc(CCO)nn3)CC2)nc(N2CCN(C(=O)CCCCCCCCCCNC(=O)[C@H](CCCN=C(N)N)n3cc(C[C@@H](C)CC)nn3)CC2)n1
→ 2	100	115	-5	71	201*	16	-11
5	O=C(Nc1ccccc1-c1nc2ccccc2s1)c1ccc(Br)o1
→ 14	110	94	-1	103	110	-2	5
6	O=C(O)c1ccc(Cn2ccc3ccccc32)o1
→ 11	107	96	-3	103	111	-10	8
7	CCCOc1ccc(C(CC(=O)O)NS(=O)(=O)c2ccc(NC(C)=O)cc2)cc1 (stereo not given)
→ 2	86	104	-5	96	x	1	1
8	Fc1ccc(CNc2nc3ccccc3n3cnnc23)cc1
→ -5	102	108	-2	102	105	-3	-1
9	COc1ccc(C2=NN(S(=O)(=O)c3ccccc3)C(c3ccccc3)C2)cc1 (stereo not given)
→ -2	95	85	6	94	104	-2	-1
10	Cc1cccc(N2CCN(S(=O)(=O)c3c(C)[nH]c(C)c3C(=O)N3CCCCC3)CC2)c1C
→ 20	91	i	4	92	90	3	8
11	CC(=O)c1cccc(OCC(=O)N2CCN(c3ccc(C(F)(F)F)cn3)CC2)c1
→ -2	107	96	-5	113	104	-3	4
12	CC(C)(C)NC(=O)CSc1nc2scc(-c3ccccc3)c2c(=O)[nH]1
→ 1	103	108	-5	103	93	-3	5
13	O=C(c1cc(-c2ccc(Cl)c(Cl)c2)on1)N1CCN(c2ccccc2)CC1
→ -3	106	121	1	102	102	12	-10
14	COc1ccc(CCN(C)C(=O)CCc2nnc(-c3ccccc3)o2)cc1OC
→ 15	105	96	0	110	96	5	1
15	O=[N+]([O-])c1cccc(S(=O)(=O)Nc2ccc(-c3ccc(N4CCCC4)nn3)cc2)c1
→ 3	101	112	4	98	99	1	-2
16	CN(Cc1ccccc1)S(=O)(=O)c1nnc(NC(=O)c2ccc(F)cc2)s1
→ 0	97	102	4	96	88	67	6
17	CC1(c2ccccc2)NC(=O)N(CC(=O)N2CCN(S(=O)(=O)c3cccs3)CC2)C1=O (stereo not given)
→ -1	102	97	7	106	105	0	1
18	Cc1ccc(-n2nnnc2SCC(=O)NC2CCCc3ccccc32)cc1 (stereo not given)
→ 11	107	116	-7	95	99	7	-8
19	Cc1cc(CNC(=O)c2cc(COc3ccc(F)c(F)c3)on2)nn1C
→ 15	105	89	-5	106	98	6	9
20	O=C(O)CCC(=O)N1CCN(S(=O)(=O)c2cccs2)CC1
→ 1	98[may fluoresce green]	101	-2	99[may fluoresce green]	110[may fluoresce green]	-24	3
21	Nc1ncnc2nc(SCc3ccccc3)[nH]c12
→ 21	100	95	7	99	100	-8	8
22	Cc1sc2nc(CSC(C)C(=O)Nc3ccccn3)[nH]c(=O)c2c1C (stereo not given)
→ 6	99	76	8	100	102	1	2
23	C=CC[C@H](CC(=O)NCCO)C(=O)N[C@@H](COC(=O)[C@@H](CC=C)Cc1ccc(F)cc1)Cc1c[nH]c2ccccc12
→ 0	96	93	0	105	95	-7	0
24	COc1ccc(N(CC(=O)NCCSc2ccccc2)S(=O)(=O)c2ccccc2)cc1
→ 3	100	111	0	101	95	5	6
25	O=C(CCn1cnc(-c2ccccc2)c1-c1ccccc1)N/N=C/c1ccc(O)cc1
→ 2	101	86	3	98	102	-4	1
26	COC(=O)c1c(C)nc2c(c(SC)nn2-c2ccccc2)c1N
→ 20	98	101	4	98	94	-5	-5
27	CNc1nc(-c2ccccc2)cc(C)c1S(C)(=O)=O
→ 8	99	94	11	93	97	10	9
28	COc1ccccc1NC(=O)C(C)OC(=O)CC1CCCC1 (stereo not given)
→ -7	83	90	-5	95	83	26	-10
29	CC(C)C[C@H](NC(=O)CCn1nnc2ccccc2c1=O)C(=O)O
→ 2	102	102	1	111	102	-15	0
30	O=C(OC1CCCCC1=O)c1ccc(S(=O)(=O)Nc2ccccc2)cc1 (stereo not given)
→ 2	88	111	0	90	97	44	10

Screen by screen, as entered above:
CR mimetic SO, nos. 3 to 11, in order: 106, 115, 94, 96, 104, 108, 85, i, 96
proCasp7 act, nos. 3 to 11, in order: -7, -11, 5, 8, 1, -1, -1, 8, 4
MEP2 TOR yeast, nos. 3 to 11, in order: 101, 100, 110, 107, 86, 102, 95, 91, 107

Going on with the list.
Results follow in this order: AHR act	MEP2 TOR yeast	CR mimetic SO	proCasp3 act	RPL19A-GFP yeast	LAP4-GFP MLPCN	GASC-1 inh	proCasp7 act
31	CCn1c(NC(=O)C2CCCCC2)nc2ccccc21
→ 1	102	92	5	96	98	-3	-1
32	CCOc1ccccc1NC(=O)Cc1cccs1
→ 5	110	107	-3	100	98	-1	3
33	COC(=O)c1ccc(C(NC(=O)OCc2ccccc2)/C(F)=C/[C@@H](C)C(=O)NCc2ccc(-c3ccccc3)cc2)cc1 (stereo not given in full)
→ 1	104	101	-6	101	96	-4	-1
34	C=CCOc1ccc(Br)cc1CNC(C)(C)C
→ -3	113	95	-6	105	97	-5	4
35	Cc1ccsc1/C=C/C(=O)O
→ 1	102	103	0	100	100	-2	-3
36	COc1ccc(/C=C2\SC(=S)N(CCCC(=O)N3CCCCC3CCO)C2=O)cc1 (stereo not given)
→ -7	98	105	-9	97	96	-1	-18
37	CC1(NC(=O)/C=C/c2nc3ccccc3s2)CCS(=O)(=O)C1 (stereo not given)
→ 20	94	115	-4	96	96	6	-7
38	O=C(Nc1ccc2nn(-c3ccccc3)nc2c1)c1ccc(Br)o1
→ 3	100	98	-5	96	102	4	0
39	O=C(N/N=C/C(Cl)=C/c1ccc([N+](=O)[O-])cc1)C(=O)Nc1ccccc1C(=O)O
→ 6	101	98	-8	99	100	1	-11
40	O=C(O)c1csc(-c2cccs2)n1
→ 1	101	110	-2	104	98	12	-4
41	Cc1ccc2nc(C(=O)N3CCCC(Nc4ccc(F)cc4)C3)cn2c1 (stereo not given)
→ 3	107	92	-1	103	98	8	1
42	Cc1ccc(OCCOc2ccc(Cl)cc2Cl)c([N+](=O)[O-])n1
→ 6	108	125	-4	104	104	-3	-3
43	CCOC(=O)N1CCC(Nc2c(NCCCN(CC)CC)c(=O)c2=O)CC1
→ 1	99	96	5	101	95	-10	6
44	COc1cccc(CNC(=O)c2ccc(OCC(=O)N3CCOCC3)c(OC)c2)c1
→ 2	99	113	-3	96	109	-21	-8
45	Cc1cc(CNC(=O)COc2ccc(C)c(C)c2)c2ccccc2n1
→ 6	101	112	-1	101	100	25	-1
46	COc1ccc2c(c1)SCCC2=O
→ 0	91	96	-5	89	84	-20	0
47	CCOC(=O)c1c(-c2ccccc2)csc1NC(=O)c1nn(CC)cc1Br
→ 1	107	93	3	102	108	-1	6
48	CSc1ccc(-c2nnn(Cc3ccccn3)n2)cc1
→ 17	100	92	7	99	113	-9	16
49	Cc1ccc(O)c(C(=O)c2cc(C#N)c(=O)n(-c3nccs3)c2)c1
→ 18	106	104	-1	103	94	-19	-10
50	CCCCn1c(N)c(N(CC)C(=O)CSCC(=O)Nc2ccc(OC)cc2)c(=O)[nH]c1=O
→ -2	96	106	-8	99	111	-18	4
51	O=C(Nn1cnnc1)c1cc(Cl)cc(Cl)c1
→ 2	104	83	2	104	93	-23	3
52	O=C(O)CN1C(=O)c2ccc(Oc3cccc4c3C(=O)N(CC(=O)O)C4=O)cc2C1=O
→ -1	100	103	-4	96	98	7	9
53	CC1CCCC(C)N1C(=O)c1cc(F)c(F)cc1Cl (stereo not given)
→ 0	103	104	-7	104	96	-6	8
54	O=C(Nc1nc2ccc(Br)cc2s1)c1ccco1
→ 12	96	112	1	99	98	-2	3
55	CC(C)NC(=O)CSc1nnc(COc2ccccc2Cl)o1
→ -5	98	105	-1	97	98	2	-2
56	COc1ccc(NC(=O)Nc2ccc(Cc3ccncc3)cc2)cc1OC
→ -2	112	106	0	97	105	-22	-8
57	C[N+]1(CCC(=O)c2ccccc2)CCCCC1
→ 3	94	98	-10	98	95	-11	-5
58	CCCn1c(O)c(/C=C2\C=NN=C2c2ccccc2)sc1=S
→ 9	106	95	-9	102	90	10	-15
59	O=C(NCC1CCCO1)c1cccc(NC(=O)c2cccs2)c1 (stereo not given)
→ 3	107	100	4	106	103	3	9
60	Cc1cc(C)n2nc(SCC(=O)N3CCOCC3)nc2n1
→ 3	100	130	4	98	101	2	-3
61	c1cn2c(NC3CCCCC3)c(-c3ccc(SC4CCCCC4)cc3)nc2cn1
→ 1	112	94	-6	98	103	-5	-11
62	CCOc1ccc(-c2nc3scc(-c4cccs4)c3c(=O)[nH]2)cc1
→ 30	104	90	1	91	105	-4	9

Single entries from the results shown:
MEP2 TOR yeast with entry 62 reads 104
CR mimetic SO with entry 57 reads 98

The order is random; any-hit rate near 3.8%.
